Bioassay records from PubChem.
TcdB GH inh: TcdB glycohydrolase inhibitors, primary screen, biochemical, single point, plate reader. TcdB glycohydrolase enzymatic assay. inhibition, % at 9.99 µM. hit rate 0.24% among 350,000. AID 652162, 2013; in the data active means inhibition above about 10%
An asterisk follows results filed as active; & = joins results of further samples.

SMILES	TcdB GH inh
O=C(C[C@H]1CC[C@H]2[C@@H](COC[C@@H](O)CN2CCc2ccccc2)O1)NCc1ccc(Oc2ccccc2)cc1	0.3
CNC[C@@H]1Oc2ccc(NS(=O)(=O)c3cccs3)cc2CC(=O)N([C@H](C)CO)C[C@H]1C	-1.3
COc1ccc(S(=O)(=O)N[C@@H]2CCCN(Cc3ccc(OCCO)cc3)C2)cc1	-1.5
C[C@H](CO)N1C[C@H](C)[C@@H](CN(C)C)Oc2ncc(-c3ccc(C(=O)N(C)C)cc3)cc2C1=O	0.0
CN1c2ccc(-c3ccccc3F)cc2[C@@H]2[C@@H](CCN2S(=O)(=O)c2ccccc2F)[C@H]1CO	-2.2
COCC(=O)N1CC(=O)N2[C@@H](CO)[C@H](c3ccc(-c4cccnc4)cc3)[C@@H]2C1	-3.4
C[C@H](CO)N1C[C@H](C)[C@@H](CN(C)S(C)(=O)=O)Oc2c(NC(=O)Nc3cccc4ccccc34)cccc2C1=O	-1.5
C[C@H](CO)N1C[C@H](C)[C@@H](CN(C)Cc2ccc(Oc3ccccc3)cc2)Oc2c(NC(=O)Nc3ccc(F)cc3)cccc2C1=O	-2.3
C[C@@H]1CN([C@@H](C)CO)C(=O)c2cccc(NC(=O)Nc3ccc(F)cc3)c2O[C@H]1CN(C)Cc1ccncc1	0.8
C[C@H]1CCCCO[C@@H](CN(C)C(=O)c2ccncc2)[C@@H](C)CN([C@@H](C)CO)C(=O)c2cc(NS(=O)(=O)c3ccc(F)cc3)ccc2O1	0.1
COC(=O)[C@@H]1[C@@H](CO)[C@@H]2Cn3c(ccc(/C=C/c4ccccc4)c3=O)[C@@H]2N1C(=O)C1CCCC1	0.0
C[C@H]1CN([C@@H](C)CO)C(=O)CCCn2cc(nn2)CO[C@H]1CN(C)C(=O)Nc1cccc2ccccc12	2.0
C[C@@H]1CCCCO[C@@H](CN(C)Cc2ccc3c(c2)OCO3)[C@@H](C)CN([C@@H](C)CO)C(=O)c2cc(NC(=O)CCC(F)(F)F)ccc2O1	-0.8
CCCC(=O)Nc1ccc2c(c1)C(=O)N(C)[C@H]1CC[C@@H](CC(=O)NCCCN(C)C)O[C@@H]1CO2	-0.6
C[C@H]1CN([C@@H](C)CO)C(=O)c2cccc(NC(=O)c3ccncc3)c2O[C@H]1CN(C)Cc1ccc2c(c1)OCO2	-0.2
CO[C@H]1CN(C)C(=O)c2cc(NC(=O)NC3CCCCC3)ccc2OC[C@@H](C)N(CCc2ccccc2)C[C@@H]1C	-9.1
CCCC(=O)N1CCC2(CC1)CN[C@@H](CO)c1[nH]c3cc(OC)ccc3c12	-0.6
C[C@H](CO)N1C[C@H](C)[C@@H](CN(C)C(=O)Cc2ccccc2)OCCCC[C@H](C)Oc2ccc(NC(=O)c3ccncc3)cc2C1=O	-0.2
C[C@H](CO)N1C[C@H](C)[C@@H](CN(C)S(=O)(=O)c2ccc([N+](=O)[O-])cc2)OCc2ccccc2-c2ccccc2C1=O	-12
Cc1ccc(S(=O)(=O)N(C)C[C@@H]2Oc3ccc(NC(=O)Cc4ccccc4)cc3CC(=O)N([C@H](C)CO)C[C@@H]2C)cc1	-0.2
CC(C)CC#Cc1ccc2c(c1)O[C@@H](CN(C)C(=O)NC(C)C)[C@H](C)CN([C@H](C)CO)S2(=O)=O	1.5
C[C@H](CO)N1C[C@H](C)[C@H](CN(C)S(=O)(=O)c2cccs2)Oc2ncccc2C1=O	0.1
CCCc1cn([C@H]2C[C@@H]3O[C@@H](CO)CC[C@@H]3O[C@@H]2CCc2ccc(-c3cccc(OC)c3)cc2)nn1	1.6
COc1ccc(S(=O)(=O)N[C@@H]2C=C[C@@H](CC(=O)N3CCC(Cc4ccccc4)CC3)O[C@H]2CO)cc1	-4.3
C[C@@H]1CCCCO[C@@H](CN(C)C(=O)C2CCCCC2)[C@H](C)CN([C@@H](C)CO)C(=O)c2cc(NS(C)(=O)=O)ccc2O1	-0.5

Two of the compounds above, as labelled records.
> CO[C@H]1CN(C)C(=O)c2cc(NC(=O)NC3CCCCC3)ccc2OC[C@@H](C)N(CCc2ccccc2)C[C@@H]1C
  TcdB GH inh: -9.1
> CCCC(=O)N1CCC2(CC1)CN[C@@H](CO)c1[nH]c3cc(OC)ccc3c12
  TcdB GH inh: -0.6

(listing goes on)
SMILES	TcdB GH inh
C[C@H]1CN([C@@H](C)CO)C(=O)Cc2cc(NS(=O)(=O)c3cn(C)cn3)ccc2O[C@@H]1CN(C)C(=O)Nc1ccccc1	-0.5
Cc1noc(C)c1S(=O)(=O)N(C)C[C@@H]1OCCCC[C@H](C)Oc2ccc(NC(=O)c3ccccc3)cc2C(=O)N([C@H](C)CO)C[C@@H]1C	0.9
CCC(=O)Nc1ccc2c(c1)OC[C@H](C)N(CCC(F)(F)F)C[C@@H](C)[C@H](OC)CN(C)C2=O	1.1
O=S(=O)(c1ccccc1)N1C[C@H]2[C@@H](c3ccccc31)[C@H](CO)N2Cc1ccc2c(c1)OCO2	2.5
C[C@H](CO)N1C[C@H](C)[C@@H](CN(C)C(=O)c2ccccn2)Oc2ncc(C#Cc3ccccc3)cc2C1=O	-6.5
CC(C)NC(=O)N(C)C[C@@H]1OCCCC[C@H](C)Oc2ccc(NS(=O)(=O)c3ccc(F)cc3)cc2C(=O)N([C@H](C)CO)C[C@@H]1C	0.9
O=C(C[C@@H]1C[C@@H]2c3cc(NC(=O)C4CCC4)ccc3O[C@@H]2[C@@H](CO)O1)NCc1cccc(F)c1	-0.7
C[C@@H]1CN([C@@H](C)CO)C(=O)c2cccc(NC(=O)c3ccncc3)c2O[C@@H]1CN(C)Cc1ccc(Oc2ccccc2)cc1	-0.5
C[C@H]1CCCCO[C@H](CN(C)S(=O)(=O)c2cccs2)[C@@H](C)CN([C@@H](C)CO)C(=O)c2cc(NS(=O)(=O)c3cccs3)ccc2O1	-1.4
C[C@@H]1CCCCO[C@H](CN(C)Cc2ccccc2)[C@@H](C)CN([C@H](C)CO)C(=O)c2cc(NC(=O)C3CCCCC3)ccc2O1	-0.6
CCCN1C[C@H](C)[C@@H](OC)CN(C)C(=O)c2ccc(NC(=O)Nc3c(C)noc3C)cc2OC[C@H]1C	-0.6
COc1cc(CN2[C@@H]3CNC[C@H]2C3c2ccc(-c3ccccc3C)cc2)cc(OC)c1 (some centres undefined)	0.7&1.1
Cc1ccc(S(=O)(=O)Nc2ccc3c(c2)CC(=O)N([C@H](C)CO)C[C@@H](C)[C@@H](CN(C)CC2CCCCC2)O3)cc1	0.7
C[C@@H]1CN([C@@H](C)CO)C(=O)c2cc(-c3cccnc3)cnc2O[C@@H]1CN(C)C(=O)Cc1cccnc1	-0.7
Cc1ccc(S(=O)(=O)N[C@H]2CC[C@@H](CCNC(=O)c3ccc4c(c3)OCO4)O[C@@H]2CO)cc1	0.9
CN(C)CC(=O)N1[C@H](CO)[C@@H](c2ccc(C#CC3CCCCC3)cc2)[C@@H]1C#N	-4.1
C/C=C/c1ccc2c(c1)O[C@H](CN(C)C(=O)Cc1ccncc1)[C@@H](C)CN([C@H](C)CO)S2(=O)=O	-2.0
OC[C@@H]1[C@H](c2ccc(-c3cccnc3)cc2)[C@@H]2CN(CC3CCOCC3)CCCCN12	0.7
C[C@H](CO)N1C[C@H](C)[C@@H](CN(C)C(=O)Nc2ccc3c(c2)OCO3)OCc2ccccc2-c2c(n(C)c3ccccc23)C1=O	1.5
COCC(=O)N1CC[C@@H]2[C@H](CO)Nc3ccc(C#Cc4cccc(F)c4)cc3[C@@H]21	0.3
C[C@H](CO)N1C[C@H](C)[C@@H](CN(C)Cc2ccncc2)Oc2cc(-c3cccnc3)ccc2S1(=O)=O	0.1
O=C(C[C@H]1C[C@H]2c3cc(NS(=O)(=O)c4ccc(F)cc4)ccc3O[C@H]2[C@H](CO)O1)NC1CCCCC1	-0.9
C[C@@H](NC(=O)C[C@H]1C[C@H]2c3cc(NC(=O)c4ccc5c(c4)OCO5)ccc3O[C@H]2[C@@H](CO)O1)c1ccccc1	-0.7
COc1ccc2c3c([nH]c2c1)[C@@H](CO)N(C(=O)C1CC1)CC31CCN(Cc2cccc(F)c2)CC1	0.8
CC=Cc1ccc2n(c1=O)C[C@H]1[C@H](CO)[C@@H](C(=O)N(C)C)N(CC3CCCC3)[C@@H]21 (mixture of isomers)	0.5

Reformatted field by field: part of the list above
O=S(=O)(c1ccccc1)N1C[C@H]2[C@@H](c3ccccc31)[C@H](CO)N2Cc1ccc2c(c1)OCO2
  TcdB GH inh: 2.5
CCC(=O)Nc1ccc2c(c1)OC[C@H](C)N(CCC(F)(F)F)C[C@@H](C)[C@H](OC)CN(C)C2=O
  TcdB GH inh: 1.1
CCCN1C[C@H](C)[C@@H](OC)CN(C)C(=O)c2ccc(NC(=O)Nc3c(C)noc3C)cc2OC[C@H]1C
  TcdB GH inh: -0.6
C[C@@H]1CCCCO[C@@H](CN(C)C(=O)C2CCCCC2)[C@H](C)CN([C@@H](C)CO)C(=O)c2cc(NS(C)(=O)=O)ccc2O1
  TcdB GH inh: -0.5

The results go on:
SMILES	TcdB GH inh
CO[C@H]1CN(C)C(=O)c2ccc(NC(=O)C3CCC3)cc2OC[C@H](C)N(C(=O)CN(C)C)C[C@@H]1C	-1.2
O=C(C1CCCC1)N1CC(=O)N2[C@H](C1)[C@@H](c1ccc(Br)cc1)[C@@H]2CO	-1.6
COc1ccc2c3c([nH]c2c1)[C@@H](CO)N(C(=O)c1ccncc1)CC31CCN(C(=O)NC(C)C)CC1	-11
C[C@H](O)C#Cc1ccc2c(c1)O[C@H](CN(C)C(=O)C1CCCCC1)[C@@H](C)CN([C@@H](C)CO)S2(=O)=O	-0.2
Cc1ccc(S(=O)(=O)N[C@@H]2C=C[C@H](CC(=O)NCCCN(C)C)O[C@H]2CO)cc1	-1.1
C[C@@H]1CN([C@H](C)CO)C(=O)c2cc(C#CC3(O)CCCC3)cnc2O[C@@H]1CN(C)Cc1cncnc1	-2.6
CNC[C@H]1Oc2ccc(NC(=O)Nc3ccc(F)cc3)cc2CC(=O)N([C@@H](C)CO)C[C@H]1C	0.7
C[C@H](NC(=O)C[C@@H]1C=C[C@@H](NS(=O)(=O)c2cccc(F)c2)[C@@H](CO)O1)c1ccccc1	1.5
O=C(Nc1cccc(Cl)c1)N1C[C@H]2[C@@H](c3ccccc31)[C@H](CO)N2C(=O)c1ccncc1	1.0
CN(C)C(=O)C[C@@H]1C=C[C@H](NS(=O)(=O)c2ccccc2)[C@@H](CO)O1	1.2
Cc1ccc(S(=O)(=O)Nc2ccc3c(c2)C(=O)N([C@@H](C)CO)C[C@@H](C)[C@@H](CN(C)C(=O)Nc2ccc(C(F)(F)F)cc2)OCCCC[C@@H](C)O3)cc1	-0.4
O=C(C[C@@H]1C=C[C@@H](NC(=O)c2ccc3c(c2)OCO3)[C@@H](CO)O1)NCc1ccc(F)cc1	-2.0
CCS(=O)(=O)Nc1ccc2c(c1)C(=O)N(C)[C@@H]1CC[C@H](CC(=O)NCc3ccc(OC)cc3)O[C@H]1CO2	-0.6
CO[C@H]1CN(C)C(=O)c2cc(NC(=O)c3ccccc3)ccc2OC[C@@H](C)N(C(=O)CN(C)C)C[C@@H]1C	-0.9
C[C@@H]1CCCCO[C@H](CN(C)S(=O)(=O)c2cccs2)[C@@H](C)CN([C@H](C)CO)C(=O)c2cc(NC(=O)Nc3ccc(F)cc3)ccc2O1	-0.6
O=C(C1CCCC1)N1C[C@@H]2N[C@H](C1)C2c1ccc(-c2cncnc2)cc1 (some centres undefined)	0.2&0.2
C[C@H]1CN([C@@H](C)CO)C(=O)Cc2cc(NC(=O)Cc3ccccc3)ccc2O[C@@H]1CN(C)C(=O)Nc1ccc(C(F)(F)F)cc1	-1.6
CC(C)NC(=O)N(C)C[C@@H]1Oc2ccc(NC(=O)Nc3ccc4c(c3)OCO4)cc2C(=O)N([C@H](C)CO)C[C@@H]1C	-1.1
C[C@H](CO)N1C[C@H](C)[C@H](CN(C)C(=O)Nc2ccc(C(F)(F)F)cc2)Oc2c(NC(=O)c3nc4ccccc4s3)cccc2C1=O	1.1
COc1ccc(CN2C[C@H](O)COC[C@H]3O[C@H](CC(=O)NCCN4CCCC4)CC[C@@H]32)cc1	0.7
COc1cccc(S(=O)(=O)N(C)C[C@@H]2Oc3ncc(C#CCN(C)C)cc3C(=O)N([C@@H](C)CO)C[C@@H]2C)c1	0.7
O=C(Nc1ccccc1F)N1C[C@H]2[C@@H](c3ccccc31)[C@H](CO)N2C(=O)c1ccc(F)cc1	0.7
COCC(=O)N1C[C@@H]2[C@H](c3ccccc31)[C@H](CO)N2Cc1ccccc1F	-2.1
CCCNC(=O)C[C@H]1CC[C@@H]2[C@H](COc3ccc(NC(=O)c4ccccc4)cc3C(=O)N2C)O1	0.3
CO[C@@H]1CN(C)C(=O)c2cc(NC(=O)C3CC3)ccc2OC[C@H](C)N(Cc2ccc(F)cc2)C[C@H]1C	1.2
CNC[C@@H]1Oc2cc(C#Cc3ccccc3)ccc2S(=O)(=O)N([C@H](C)CO)C[C@H]1C	1.6
CC(C)NC(=O)N(C)C[C@H]1Oc2ccc(NC(=O)Nc3ccc(F)cc3)cc2C(=O)N([C@@H](C)CO)C[C@H]1C	-0.3
COc1ccc(NC(=O)N(C)C[C@@H]2Oc3ncc(-c4ccc(F)cc4)cc3C(=O)N([C@H](C)CO)C[C@@H]2C)cc1	1.4
C[C@@H]1CN([C@H](C)CO)C(=O)Cc2cc(NS(=O)(=O)c3ccccc3)ccc2O[C@@H]1CN(C)C(=O)NC1CCCCC1	-0.4
C[C@@H]1CN([C@H](C)CO)C(=O)c2cc(C#CCN(C)C)cnc2O[C@H]1CN(C)Cc1cccc(F)c1	-0.4

An excerpt. The share of hits here may be higher or lower than overall.
